GAA glycogen mod – GAA glycogen-cleavage inhibition or activation; AID 2100; actives 0.38% (n = 300,000); Potency, µM (titrated, usually from 76.4 µM), inactives show at the top dose activity change, negative = inhibition, usual class: inhibitors; recombinant GAA, glycogen substrate, Amplex Red glucose oxidase fluorescence; P10253; active = well fitted inhibition curve with a large enough effect; inconclusive = small, poorly fitted or top-dose-only effect, or another doubt; inactive = no such curve, though single readings can be large or run the other way;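 note: 0% = full enzyme reaction and -100% = no-enzyme basal signal; the screen sought inhibitors and activators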
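qHTS, 1536-well; enzyme 4 nM final; cpd up to 77 uM; substrate bovine liver glycogen 30 ug; 50 mM citrate/phosphate pH 5.0, 0.01% Tween-20; 37 C, 40 min; Amplex Red detection 45 min RT; Hill fit → AC50.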
* marks the source's active call; other numbers are inactive results; ? = inconclusive; [ ] = remark or other dose. Potency is the fitted concentration of half-maximal effect. Only part of the results is shown; rates above refer to the full screens.

SMILES	GAA glycogen mod
N#Cc1c(-c2ccc(Cl)cc2)cc(-c2cccs2)nc1SCC(=O)O	1%
CCc1ccc(NC(=O)c2oc3c(c2C)-c2[nH]ncc2CC3)cc1	1%[76.3 µM]
COc1cc(NC(=O)CN2CCN(CC(=O)Nc3ccccc3OC)CC2)cc(OC)c1	0%
Cc1ccc(C(=O)n2cnc3ccccc32)cc1C	1%
CC1=C(c2ccc(C)cc2)S(=O)(=O)NC1=NCCCN1CCN(c2ccccc2F)CC1	12%[76.3 µM]
COc1ccc(S(=O)(=O)N2c3ccccc3OCC2CC(=O)O)cc1 (stereo not drawn)	3%
COc1ccc(C(C)=O)c(Oc2cc(NN3CCCCC3)c([N+](=O)[O-])cc2[N+](=O)[O-])c1	14%[76.3 µM]
Cn1ccc(C(=O)NC(=S)Nc2ccc([N+](=O)[O-])cc2O)n1	0%[76.3 µM]
CC1=C(C(=O)OCC2CCCCC2)C(c2ccc(O)cc2)NC(=O)N1 (stereo not drawn)	1%
Oc1ccc(-c2nccc(-c3ccc(F)cc3)n2)cc1	6%
CCCn1c(=O)c(C(=O)NCCCc2ccccc2)c(O)c2ccccc21	-4%[76.3 µM]
CCOc1ccc(-c2nc3c(C#N)c[nH]n3c2NC2CCCC2)cc1	13%[76.3 µM]
CCc1c(CN2CCN(c3ccccc3F)CC2)csc1C	2%[76.3 µM]
Cc1c(C(=O)N(CCC#N)c2ccccc2)sc2nc3n(c(=O)c12)CCCC3	1%[76.3 µM]
Cc1cccc(/C=C2\Sc3ccc(C(=O)N4CCC(C(N)=O)CC4)cc3N(C)C2=O)c1	5%[76.3 µM]
COc1ccc(NC(=O)c2oc3ccccc3c2NC(=O)Cc2cccs2)cc1	2%[76.3 µM]
O=C(NCCN1CCOCC1)c1cccc(S(=O)(=O)N2CCCC2)c1	0%[76.3 µM]
N#CCc1ccc(Oc2ncccn2)cc1	2%
COc1ccc(CNC2c3ccccc3-c3ccccc32)cc1OC	8%[76.3 µM]
Cc1ccc(NC(=O)CSc2ccc3c(c2)OCCO3)c(O)c1	3%[76.3 µM]
CCOC(=O)N[C@H](Cc1c[nH]c2ccccc12)C(=O)Nc1cccc(Cl)c1	-14%[76.3 µM]
CN(Cc1ccccc1F)C(=O)CNC(=O)Cc1cccc2ccccc12	-8%[76.3 µM]
COc1cc(CN2CCN(C(O)(c3ccccc3)c3ccccc3)CC2)cc(OC)c1OC	16%[76.3 µM]
Cn1c(=O)c2c(nc(CN3CCN(C(=O)c4ccco4)CC3)n2CC(=O)C(C)(C)C)n(C)c1=O	-7%

The final two compounds of the section before lead into the next.
SMILES	GAA glycogen mod
COc1cc(CN2CCN(C(O)(c3ccccc3)c3ccccc3)CC2)cc(OC)c1OC	16%[76.3 µM]
Cn1c(=O)c2c(nc(CN3CCN(C(=O)c4ccco4)CC3)n2CC(=O)C(C)(C)C)n(C)c1=O	-7%
CCCc1nc2nc(C)c(NS(=O)(=O)c3ccc(C4CCCCC4)cc3)c(=O)n2[nH]1	6%
Cc1nc2ccc(S(=O)(=O)N(C)CC(=O)NCc3ccc(N(C)C)cc3)cc2s1	?
Cc1cc(=O)oc2cc(NC(=O)c3c(Cl)cnn3C)ccc12	-1%[76.3 µM]
Cc1cc(=O)n2nc(N(C)CC(=O)NCc3ccc(Cl)cc3)sc2n1	12%[76.3 µM]
COc1ccc(-c2cc(C(=O)N3CCN(c4ccccc4F)CC3)c3ccccc3n2)c(OC)c1	1%[76.3 µM]
COc1ccc(OC)c(S(=O)(=O)N2CCN(c3ccc(F)cc3)CC2)c1	-8%[76.3 µM]
COc1ccc(C(=O)c2sc3nc4c(c(C(F)(F)F)c3c2N)CN(C(C)=O)CC4)cc1OC	2%[76.3 µM]
O=C1CC(N2CCN(c3ccc(F)cc3)CC2)C(=O)N1c1ccc(F)cc1 (stereo not drawn)	-16%[76.3 µM]
COc1ccc(CNC(=O)c2ccc3c(O)c(S(=O)(=O)c4ccccc4)c(=O)[nH]c3c2)cc1	0%[76.3 µM]
CCOC(=O)C1CCN(C(=O)CCS(=O)(=O)Cc2ccccc2)CC1	-6%[76.3 µM]
CC(C)n1c(=N)c(C(=O)NCc2cccnc2)cc2c(=O)n3ccccc3nc21	1%[76.3 µM]
O=C(NC1CCCCCC1)c1cc2ccccc2oc1=O	-12%[76.3 µM]
Cc1cccc(OCC(=O)N(Cc2ccc(N(C)C)cc2)Cc2ccco2)c1C	-12%[76.3 µM]
C=CCn1cccc(C(=O)Nc2ccc(OC)c(Cl)c2)c1=O	2%
CC1=C(C(=O)OC2CCCC2)C(c2c(F)cccc2Cl)CC(=O)N1 (stereo not drawn)	-1%[76.3 µM]
COc1ccc(CN2CCNC(=O)C2CC(=O)N2CCCN(C(C)=O)CC2)cc1OC (stereo not drawn)	2%[76.3 µM]
Cc1cccc(NS(=O)(=O)c2ccc3c(c2)CCN3C(=O)CCC(=O)O)c1	-1%
Cc1nc(NC(=O)CN2CCOCC2)sc1C(=O)N(C)C	2%[76.3 µM]
CCOC(=O)Cn1c(=O)cc(C(F)(F)C(F)(F)F)c2c(C)nn(CC)c21	-9%[76.3 µM]
CC(C)(C)C#CC(CCc1ccccc1)OS(N)(=O)=O (stereo not drawn)	0%[76.3 µM]
COc1ccc(S(=O)(=O)N2CCC(C(=O)NC3CCCC3)CC2)cc1OC	-12%[76.3 µM]
C/C(=N\NC(=O)c1ccc(N(C)C)cc1)c1cccnc1	3%[76.3 µM]
CSc1ccc(C2c3c(oc4ccc(F)cc4c3=O)C(=O)N2c2ccc(C)cn2)cc1 (stereo not drawn)	12%[76.3 µM]
CCN1C(=O)N(CC)c2cccc3cccc1c23	4%[76.3 µM]
Cc1ccc(-c2cc(C(=O)N3CCN(S(=O)(=O)c4ccc(Br)cc4)CC3)[nH]n2)c(C)c1	-2%[76.3 µM]
Nc1nnc2c(C(F)(F)F)nc3ccccc3n12	1%
Cc1ccccc1NC(=O)c1ccc(S(=O)(=O)N2CCCC2)cc1	6%[76.3 µM]
Nc1ncc2c(n1)-c1ccoc1CC2	4%
CN(C)C1(CNC(=O)C2CCN(S(=O)(=O)c3ccccc3C(F)(F)F)CC2)CCCCC1	3%[76.3 µM]
CCOC(=O)C(Cc1ccccc1)NC(=O)CCc1c(C)nc2c(c(C)nn2-c2ccc(C)c(C)c2)c1C (stereo not drawn)	-7%[76.3 µM]
COc1ccc(/C=C2\CN(Cc3ccccc3)C/C(=C\c3ccc(OC)c(O)c3)C2=O)cc1O	-2%[76.3 µM]
CNC(=O)c1c(NC(=O)c2ccc(S(=O)(=O)N3CCCC3)cc2)sc2c1CCN(C(C)C)C2	5%[76.3 µM]
O=C(O)c1ccc(Cl)c(S(=O)(=O)NC(Cc2c[nH]c3ccccc23)C(=O)O)c1 (stereo not drawn)	0%
COc1cc(/C=C2/C(=O)NN(c3ccc(F)cc3)C2=O)cc(Cl)c1O	?
Cc1ccc(OC(=O)c2snnc2C)cc1C	-8%[76.3 µM]
Nc1nc(SCc2ccccc2)c2[nH]cnc2n1	0%

At a glance, some entries already given:
SMILES	GAA glycogen mod
COc1ccc(/C=C2\CN(Cc3ccccc3)C/C(=C\c3ccc(OC)c(O)c3)C2=O)cc1O	-2%[76.3 µM]
CNC(=O)c1c(NC(=O)c2ccc(S(=O)(=O)N3CCCC3)cc2)sc2c1CCN(C(C)C)C2	5%[76.3 µM]
O=C(O)c1ccc(Cl)c(S(=O)(=O)NC(Cc2c[nH]c3ccccc23)C(=O)O)c1 (stereo not drawn)	0%
COc1cc(/C=C2/C(=O)NN(c3ccc(F)cc3)C2=O)cc(Cl)c1O	?
Cc1ccc(OC(=O)c2snnc2C)cc1C	-8%[76.3 µM]
Nc1nc(SCc2ccccc2)c2[nH]cnc2n1	0%

Remaining list, next part:
SMILES	GAA glycogen mod
CCOC(=O)c1c(N)n(-c2cccc(C)c2C)c2nc3ccccc3nc12	16%[76.3 µM]
COc1cccc(OC)c1C(=O)Nc1nnc(-c2ccc(F)cc2)s1	-9%[76.3 µM]
Cc1ccc(OCCCC(=O)Nc2ccc(S(=O)(=O)Nc3cc(C)nc(C)n3)cc2)cc1	-10%[76.3 µM]
Cc1ccc(N(C)C(=O)c2cc(S(=O)(=O)N3CCCC3)cn2C)cc1	-17%[76.3 µM]
Cc1ccc(-c2cc3c(n2-c2ccccc2F)CC(C)(C)CC3=O)cc1	17%[76.3 µM]
COc1ccccc1CN1CCNC(=O)C1CC(=O)N(C)CC1CCOCC1 (stereo not drawn)	3%[76.3 µM]
COc1ccc(CN(C)CC(O)COc2ccc(C(=O)c3ccccc3)cc2)c(OC)c1OC (stereo not drawn)	-7%[76.3 µM]
Cc1cccc(NC(=O)CSc2nc3ccc(NC(=O)c4ccccc4)cc3s2)c1	-7%[76.3 µM]
Cc1cccc(C)c1NC(=O)Cn1cc(C(=O)c2ccco2)c2ccccc21	5%[76.3 µM]
C[C@@]12CCC3[C@@](CC[C@@H]4[C@](C)(C(=O)O)CCC[C@@]34C)(C[C@H]1O)C2 (stereo partly drawn)	2%
Cn1cc(S(=O)(=O)N2CCCC2)cc1C(=O)NCc1ccccc1Cl	16%[76.3 µM]
CC1CCc2c(sc(NC(=O)C3c4ccccc4Oc4ccccc43)c2C(=O)OC(C)C)C1 (stereo not drawn)	8%[76.3 µM]
CCOc1ccc(CCNC(=O)c2ccc(-c3nc(COc4ccc(C)cc4)c(C)o3)cc2)cc1	11%[76.3 µM]
NC(=O)c1ccccc1NC(=O)c1ccoc1	3%[76.3 µM]
COc1ccc(CC2SC(N)=NC2=O)cc1 (stereo not drawn)	17%[76.3 µM]
CCCOc1cccc(C(=O)Nc2ccc(-c3nc4ccccc4o3)cc2)c1	3%[76.3 µM]
CN(CC(=O)NCc1ccccc1)S(=O)(=O)c1ccc2[nH]c3c(c2c1)CCCC3	-11%[76.3 µM]
CC(=O)c1cccc(NC(=O)N2CCC(NC(=O)c3ccco3)CC2)c1	-7%
CCc1noc(C)c1C(=O)NC1CCCc2c1cnn2-c1ccc(C(C)(C)C)cc1 (stereo not drawn)	-9%[76.3 µM]
COc1cc(CNc2ccc(N3CCCCC3)cc2)ccc1OCC(=O)NC(C)(C)C	?
CCc1nnc(SCC(=O)NC2CC2)n1CC	-7%[76.3 µM]
Cc1ccc(NS(=O)(=O)c2cc(C(=O)NCc3cccnc3)ccc2C)cc1	-3%[76.3 µM]
CCOc1ccc(S(=O)(=O)N(CC)CC(=O)NCc2cccnc2)cc1	1%
COc1cccc(C2C(C(N)=O)=C(C)Nc3nc(CCCO)nn32)c1 (stereo not drawn)	7%
O=C(CN(C(=O)CCC(=O)Nc1ccccn1)C1CCCC1)NCc1ccccc1	3%
COc1cccc(Nc2c([N+](=O)[O-])cncc2[N+](=O)[O-])c1	-1%[76.3 µM]
O=C1Nc2ccccc2C1(O)c1ccccc1O (stereo not drawn)	-3%
Cc1ccccc1CCNC(=O)c1ccc(NC(=O)N2CC(C)Sc3ccccc32)cc1 (stereo not drawn)	11%[76.3 µM]
Cc1ccc(S(=O)(=O)c2cn(CC(=O)Nc3ccc4c(c3)OCO4)c3ccccc3c2=O)cc1	3%[76.3 µM]
CCCC1(c2ccccc2)NC(=O)N(CC(=O)NCc2ccc(C)cc2)C1=O (stereo not drawn)	-1%
O=C(O)c1ccc(C2(c3ccc(C(=O)O)cc3)OC(=O)c3ccccc32)cc1	?
CCc1ccc(-n2nnc(-c3nc(-c4cccs4)no3)c2N)cc1	-6%[76.3 µM]
CCCCc1cc(=O)oc2cc(C)cc(OC(C)C(=O)NC(Cc3c[nH]c4ccc(O)cc34)C(=O)O)c12 (stereo not drawn)	?
COc1cc(C(=O)N2CCN(CCc3ccncc3)CC2)cc(OC)c1OC	12%[76.3 µM]
COc1ccc(Cl)cc1N(C(=O)c1ccco1)C(C(=O)NC1CCCC1)c1ccncc1 (stereo not drawn)	-1%
COc1ccc(CCNC(=O)C2(c3ccccc3)CC2)cc1	-2%[76.3 µM]

Structures from the list above that contain two or more sulfur atoms (4):
SMILES	GAA glycogen mod
N#Cc1c(-c2ccc(Cl)cc2)cc(-c2cccs2)nc1SCC(=O)O	1%
Cc1nc2ccc(S(=O)(=O)N(C)CC(=O)NCc3ccc(N(C)C)cc3)cc2s1	?
CNC(=O)c1c(NC(=O)c2ccc(S(=O)(=O)N3CCCC3)cc2)sc2c1CCN(C(C)C)C2	5%[76.3 µM]
Cc1cccc(NC(=O)CSc2nc3ccc(NC(=O)c4ccccc4)cc3s2)c1	-7%[76.3 µM]

(listing goes on)
SMILES	GAA glycogen mod
CCCCC(O)(c1ccc(OC)cc1)C(CN1CCOCC1)c1ccccc1 (stereo not drawn)	0%
C[C@H](NC(=O)C1CCN(S(=O)(=O)c2ccccc2)CC1)C(=O)NCc1ccc(Cl)cc1Cl	-11%[76.3 µM]
CC(=O)c1ccc(NC(=O)CC2S/C(=N/N=C3CCCCCC3)NC2=O)cc1 (stereo not drawn)	-11%[76.3 µM]
Cc1cc(=O)[nH]c(SCC(=O)Nc2nonc2C)n1	5%
O=C(CCCn1c(=O)[nH]c2ccc(Br)cc2c1=O)N1CCN(c2cccc(Cl)c2)CC1	-15%[76.3 µM]
C=CCn1c(NC(=O)c2ccc(C)cc2)nc2ccccc21	-10%[76.3 µM]
O=C(Cc1ccccc1)NCC(=O)N1CCC1	0%[76.3 µM]
CCCSc1nc(-c2ccc(OC)cc2)cc(-c2ccccc2OC)c1C#N	-14%[76.3 µM]
CCN1CCN(c2oc(/C=C/c3ccc(OC)c(OC)c3)nc2C#N)CC1	-9%[76.3 µM]
COc1cccc(CNC(=O)CN2C(=O)COc3ccc(S(=O)(=O)N4CCCCC4)cc32)c1	-5%[76.3 µM]
